# CHT PAM = human CHT allosteric activation; actives 0.49% (n = 310,000); CHT-expressing cells, membrane potential dye, choline EC20; active compounds read high; LV-AA mutant CHT in HEK293 cells; Q9GZV3; B-score at 10 µM;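 active = initial fluorescence not abnormally high and integrated response B-score, plate-corrected, over 3 SD above library mean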
# Target sequence (Q9GZV3 whole entry, looked up): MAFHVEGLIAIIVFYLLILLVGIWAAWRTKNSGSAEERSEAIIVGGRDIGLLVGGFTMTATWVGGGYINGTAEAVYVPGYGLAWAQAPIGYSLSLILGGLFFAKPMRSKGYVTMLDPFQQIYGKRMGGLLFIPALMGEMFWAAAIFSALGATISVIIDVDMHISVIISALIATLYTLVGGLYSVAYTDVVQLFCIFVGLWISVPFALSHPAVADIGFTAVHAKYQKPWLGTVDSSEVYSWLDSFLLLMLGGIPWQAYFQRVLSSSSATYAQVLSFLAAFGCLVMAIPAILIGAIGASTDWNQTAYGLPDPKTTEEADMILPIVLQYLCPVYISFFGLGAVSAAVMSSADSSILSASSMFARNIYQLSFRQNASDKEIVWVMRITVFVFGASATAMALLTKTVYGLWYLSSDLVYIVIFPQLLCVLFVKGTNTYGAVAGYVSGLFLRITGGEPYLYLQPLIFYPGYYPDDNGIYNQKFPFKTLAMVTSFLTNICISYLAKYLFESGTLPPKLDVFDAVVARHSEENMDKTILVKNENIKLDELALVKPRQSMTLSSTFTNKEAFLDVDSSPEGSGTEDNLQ
# CHT block = human CHT choline transport inhibition; B-score at 10 µM; actives 0.86% (n = 310,000); CHT-expressing cells, membrane potential dye, choline response; active compounds read low; AID 488975;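 active = B-score over 3 SD under the library average, and starting fluorescence ratio not unusually high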;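 note: choline stimulus applied at its EC90 after an EC20 pre-addition; B-score computed on integrated fluorescence ratio after choline addition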
# STK33 kinase inh = blocks human STK33 kinase activity; Q9BYT3; purified STK33, MBP phosphorylation, ADP-Glo luminescence; inhibition, % at 10 µM; actives 0.073% (n = 320,000); AID 2661;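 active = inhibition at or above 25%, using the most active replicate where run in duplicate; inactive = inhibition below 25%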
# * marks the source's active call; other numbers are inactive results; i = inactive; . = not tested or not shown.
canonical_smiles	CHT block	STK33 kinase inh	CHT PAM
COc1ccc(C2CC(c3ccccc3)=NN2C(=O)c2ccc(Cl)c([N+](=O)[O-])c2)cc1 (stereo not given)	i	-1.1	i
COc1ccc(C2NCCO2)cc1OC (stereo not given)	i	-0.4	i
CCC(C)[C@H]1CNC(=S)N1CCc1cccc2ccccc12 (stereo not given in full)	i	1.1	i
O=C(N/N=C/c1ccc2c(c1)OCO2)c1cc2ccccc2o1	i	-1.7	i
Cn1cc(/C=C/c2cc[n+](C)cc2)c2cc(Cl)ccc21	i	0.8	i
O=[N+]([O-])c1ccc(N2CCOCC2)cn1	i	-1.1	i
CC12CC(NC(=O)N1c1cccc(C(=O)Nc3ncn[nH]3)c1)c1ccccc1O2 (stereo not given)	i	0.2	i
CC(NC(=O)c1ccccc1)c1nnc(SCC(=O)Nc2nnc(C3CC3)s2)n1C (stereo not given)	i	.	i
CCCN(C(=O)CCl)C1=CCCCC1	i	0.2	i
O=C(CCn1cnc2ccccc2c1=O)Nc1ccc(Cl)c(Cl)c1	i	0.6	i
CC(C)(C)NC(=O)C(c1ccc(F)cc1)N(Cc1ccco1)C(=O)c1csnn1 (stereo not given)	i	-0.1	i
COc1cccc(CN(C)CC(=O)Nc2cc3oc4ccccc4c3cc2OC)c1	i	-0.5	i
O=C(COc1ccc2c3c(c(=O)oc2c1)CCC3)NCC(O)c1ccccc1 (stereo not given)	i	-0.5	i
CC(C)Cn1c(N)c(C(=O)COC(=O)c2ccccc2Cl)c(=O)n(C)c1=O	-10*	4.0	i
Cc1cc(C)cc(N(C(=O)Cc2cccs2)C(C(=O)NC2CCCCC2)c2ccccn2)c1 (stereo not given)	i	-2.2	i
Cc1cc(C(=O)NN)n[nH]1	i	-1.7	i
O=[N+]([O-])c1ccccc1/C=C/C=N/n1c(-c2ccccc2F)n[nH]c1=S	i	-2.8	i
COc1ccc(CCC(=O)NCCOc2ccc(C)cc2)cc1	i	-2.3	i
COc1cccc(OCCn2cc(/C=N/NC(=O)c3ccncc3)c3ccccc32)c1	i	-0.4	i
O=CN1CCN(C(C(=O)NC2CCCCC2)c2ccc(Cl)cc2)CC1 (stereo not given)	i	0.4	i
Cc1cccc(NCc2nc3ccccc3n2Cc2ccccc2)c1	i	-0.6	i
COc1ccccc1N1CCN(Cc2cc3c(cc2[N+](=O)[O-])OCO3)CC1	i	0.9	i
CC(=O)Nc1ccc(Sc2ncccc2C(=O)Nc2ccc(OC(F)(F)F)cc2)cn1	i	1.8	i
CC(=O)N1CCC(N(CCN2CCOCC2)C(=S)Nc2cccc(C)c2)CC1	i	-0.3	i
Cc1ccc(NC(=S)c2nc3ccccc3[nH]2)cc1	i	-17	i
CCOc1cccc(CNc2ccc(O)cc2)c1OCc1ccc(Cl)cc1Cl	i	-1.5	i
Cc1ccc(C(C(=O)NC(C)(C)C)N(C(=O)CCC(=O)Nc2ccccn2)c2ccccc2F)cc1 (stereo not given)	i	-0.3	i
COC(=O)c1cc2c(ccn2-c2ccc(F)cc2)n1C(C)C	i	-1.1	i
CN(Cc1ccccc1)C(=O)c1nc2ccccn2c1CN1CCCC1c1nccs1 (stereo not given)	i	-0.3	i
O=c1[nH]c2cc(Cl)c([N+](=O)[O-])nc2[nH]1	i	-1.3	i
Cc1ccc2[nH]c(C)c(CCNC(=O)c3cc4cc([N+](=O)[O-])ccc4oc3=O)c2c1	i	1.4	i
Cn1nnnc1SCc1cc(=O)[nH]c2ccccc12	i	-0.5	i
O=c1c2ccccc2c(-c2ccc(F)cc2)nn1-c1ccc(C(F)(F)F)cc1	i	-0.6	i
CC(C)(C#N)Nn1cnnc1	i	-1.3	i
O=C(CNC(=O)C1CCCCC1)NNC(=O)c1ccccc1Br	i	-0.5	i
Cc1ccc(-n2c(C)cc(/C=N/NC(=O)CC3(C)OCCO3)c2C)c(C)c1	i	1.3	i
COCCNC(=O)CSc1nc2c(n1-c1ccccc1)CCCC2	i	-0.2	i
CCOC(=O)CC(N)c1ccc(OC)cc1 (stereo not given)	i	-1.0	i
CCOC(=O)N1CCN(CCCc2ccccc2)CC1	i	-0.8	i
COc1cccc(N(CC(=O)NCCSc2ccccn2)S(C)(=O)=O)c1	i	0.9	i
COc1ccc(NC(=O)Cn2cnc3c(oc4nc5c(cc43)COC(C)(C)C5)c2=O)cc1	i	-3.2	i
C[N+](C)(C)CCCCCC(=O)/C=N/O	i	-2.1	i
COC(=O)C1=C(O)/C(=C\c2ccc(OCC(=O)Nc3ccccc3)cc2)N=C1C	i	-0.5	i
O=C(CSc1nnc(-c2ccc(S(=O)(=O)N3CCCC3)cc2)n1CC1CCCO1)NC1CC1 (stereo not given)	i	-1.1	i
CC(=O)Oc1cccc(N2C(=O)c3ccc(C(=O)Nc4cccnc4)cc3C2=O)c1	i	0.4	i
COc1ccc(C2CC(c3ccccc3)=NN2c2ccc(S(N)(=O)=O)cc2)cc1OC (stereo not given)	i	-1.2	i
C/C(Cc1ccccc1)=N\NC(=O)c1ccc(F)cc1	i	-0.8	i
CC1CCCC(C)N1C(=O)CSc1nc(N)cc(N)n1 (stereo not given)	i	-0.9	i
O=C1CC(C(=O)Nc2ccc(Cl)c(Cl)c2)S/C(=N\N=C\c2ccco2)N1 (stereo not given)	i	0.0	i
Cc1ccc(N2CN(Cc3cccnc3)CNC2=S)c(C)c1	i	-3.6	i
O=Cc1cccn1-c1ncc(Br)cn1	i	-0.9	i
CCn1cc(C(=O)N2CCCC2)c(=O)c2cc(S(=O)(=O)N(C)C)ccc21	i	-2.3	i
CCn1c(=O)c(C(=O)CN2CCOCC2)c(N)n(Cc2ccccc2)c1=O	i	0.2	i
CCOC(=O)c1[nH]c(C)c(CCC(=O)OC)c1C	i	0.3	i
O=C(CN(c1cccc(C(F)(F)F)c1)S(=O)(=O)c1ccc(Cl)c([N+](=O)[O-])c1)NCc1ccccc1	i	-1.3	i
CCOc1ccccc1NC(=O)Cn1c(=O)n(-c2ccc(OC)cc2OC)c(=O)c2c(C)c(C(=O)N(CC)CC)sc21	i	-1.1	i
COc1cccc(C(=O)Nc2nnc(S(=O)(=O)N3CCCCC3)s2)c1	i	1.9	i
COc1ccccc1C1CCN(C(=O)c2cccs2)CC1	i	5.3	i
COc1ccc(CNC(=S)NC2CCCC2)cc1	-15*	0.3	i
COC(=O)CSc1nn(-c2ccc(F)cc2)c(=S)s1	i	-1.6	i

# (list continues)
canonical_smiles	CHT block	STK33 kinase inh	CHT PAM
CCCn1c(SCC(=O)c2c(C)[nH]c(C)c2C(=O)OCC)nc2ccccc21	i	0.2	i
CCN1CC(O)=C(c2nc3ccccc3s2)C1=N	i	0.6	i
COc1cccc(-c2cnc(NCc3cc(Cl)ccc3O)n2C)c1	i	-2.3	i
CCCn1c(N2CCN(Cc3cccc(C)c3)CC2)nc2c1c(=O)[nH]c(=O)n2C	i	0.0	i
CN1c2ccsc2C(O)=C(C(=O)Nc2ccccc2)S1(=O)=O	i	-0.7	i
CC1=C(C(=O)Nc2cccnc2)C(c2ccncc2)n2nnnc2N1 (stereo not given)	i	-0.4	i
CCC(=O)Nc1ccc(S(=O)(=O)Nc2cccnc2)cc1	i	-0.7	i
Cc1cccc(Nc2ncnc3ccccc23)c1	i	0.8	i
N#CCc1ccc(Oc2ncc(C(F)(F)F)cc2Cl)cc1	i	-0.5	i
Cc1nc2ccc(S(=O)(=O)NCC(=O)N(C)Cc3ccco3)cc2s1	i	-0.9	i
O=C(Nc1ccccc1Oc1ccsc1C(=O)O)c1ccccc1F	i	-1.1	i
COc1ccccc1NC(=O)N(Cc1ccco1)Cc1cc2cc(C)cc(C)c2[nH]c1=O	i	-1.7	i
O=C(/C=C/c1ccc(Cl)cc1)N1CCN(c2ccc(Cl)cc2[N+](=O)[O-])CC1	i	-2.1	i
O=[N+]([O-])C(=C1NCCN1)C(Cl)=C(Cl)Cl	i	-2.2	i
CCCc1cc(=O)oc2c(CN3CCN(C)CC3)c(O)c(Cl)cc12	i	-4.4	i
COc1ccc(/C=N/NS(=O)(=O)c2ccccc2)cc1OS(=O)(=O)c1ccc(C)cc1	i	-0.2	i
Cc1cc(C)c(S(C)(=O)=O)c(Sc2ccc(Cl)cc2)n1	i	5.9	i
Oc1ccc(/C=N/Nc2ncnc3nc[nH]c23)cc1	i	-2.2	i
COc1ccc(-c2csc(NC(=O)CSc3nc(C)nc4sc(C(=O)O)c(C)c34)n2)cc1	i	-2.4	i
CCn1cc(C(=O)N(C)CC(OC)OC)c(=O)c2cc(S(=O)(=O)N3CCOCC3)ccc21	i	-1.4	i
CCOC(=O)c1cc(-c2ccncc2)nc2c1c(C)nn2C	i	0.7	i
O=C(COC(=O)c1ccccc1Br)NCc1ccccc1	i	-1.2	i
O=C(O)c1ccccc1CSc1nc2ccccc2o1	i	-0.2	i
CSc1ccc(CN2CCN(Cc3ccccc3)C(CCO)C2)cc1 (stereo not given)	i	0.2	i

# Only CHT block and STK33 kinase inh, for some of the entries so far:
Structure	CHT block	STK33 kinase inh
Cc1cc(C)c(S(C)(=O)=O)c(Sc2ccc(Cl)cc2)n1	i	5.9
O=C(COC(=O)c1ccccc1Br)NCc1ccccc1	i	-1.2
COc1ccc(/C=N/NS(=O)(=O)c2ccccc2)cc1OS(=O)(=O)c1ccc(C)cc1	i	-0.2

# Next part
canonical_smiles	CHT block	STK33 kinase inh	CHT PAM
CCC1SC2=NC(C)=C(C(=O)OC)C(c3cccs3)N2C1=O (stereo not given)	i	-2.1	i
Cc1c(/C=C/C(=O)c2ccc(O)cc2)cnn1C	i	29*	i
CC(C)Cn1c(N)c(C(=O)COC(=O)C2CC(=O)N(c3ccc4c(c3)OCCO4)C2)c(=O)n(C)c1=O (stereo not given)	i	0.1	i
CCOc1ccc(CC(=O)NNC(=S)NCCc2ccccc2)cc1	i	-0.8	i
COc1ccccc1-n1c(C)nc2cc(C(=O)NCCN3CCOCC3)ccc21	i	5.6	i
CCOc1ccccc1CN1CCN(Cc2ccc(C)o2)C(CCO)C1 (stereo not given)	i	1.9	i
CCN(CC)C(=O)CN(C#N)c1nc(Cl)nc(N(C)C)n1	i	0.5	i
CCN(CC)C(=O)C(=O)N/N=C/c1ccc(F)cc1	i	-1.2	i
CC(C)CCN1CCN(Cc2coc3ccccc3c2=O)CC1CCO (stereo not given)	i	-0.2	i
O=P(O)(CN1CCCCCC1)C1Cc2ccccc2C1	i	-1.2	i
COc1ccc(NS(=O)(=O)c2c(C)cc(C)cc2C)cn1	i	-0.7	i
COc1cc(CN2CCNC(=O)C2CC(=O)NC2CCCCC2)cc(OC)c1 (stereo not given)	i	1.7	i

# Seven neighbouring compounds out of the list so far, quoted:
canonical_smiles	CHT block	STK33 kinase inh	CHT PAM
CCOc1ccccc1CN1CCN(Cc2ccc(C)o2)C(CCO)C1 (stereo not given)	i	1.9	i
CCN(CC)C(=O)CN(C#N)c1nc(Cl)nc(N(C)C)n1	i	0.5	i
CCN(CC)C(=O)C(=O)N/N=C/c1ccc(F)cc1	i	-1.2	i
CC(C)CCN1CCN(Cc2coc3ccccc3c2=O)CC1CCO (stereo not given)	i	-0.2	i
O=P(O)(CN1CCCCCC1)C1Cc2ccccc2C1	i	-1.2	i
COc1ccc(NS(=O)(=O)c2c(C)cc(C)cc2C)cn1	i	-0.7	i
COc1cc(CN2CCNC(=O)C2CC(=O)NC2CCCCC2)cc(OC)c1 (stereo not given)	i	1.7	i

# More records follow.
canonical_smiles	CHT block	STK33 kinase inh	CHT PAM
NS(=O)(=O)c1ccc(CCNC(=O)c2ccncc2)cc1	i	2.7	i
COC(=O)C1=C(N)Oc2cc(C)[nH]c(=O)c2C1c1ccc(Cl)cc1 (stereo not given)	i	0.3	i
CC(C)(C)NC(=O)c1cccc(NC(=O)Cc2cccs2)c1	i	-1.1	i
COc1ccc(N2CCN(C(=O)c3ccccc3NS(=O)(=O)c3ccc(C)cc3)CC2)cc1	i	-0.7	i
Cc1ccc(C)c(S(=O)(=O)N/N=C/c2cccnc2)c1	i	-0.1	i
Cc1ccccc1N1CC(C(=O)Nc2ccc3c(c2)OCO3)CC1=O (stereo not given)	i	-1.3	i
Cc1ccccc1CNC(=O)c1cc2ccccc2o1	i	-0.8	i
Cc1ccc(C(O)(C(=O)NNS(=O)(=O)c2ccc(C)cc2)c2ccc(C)cc2)cc1	i	-0.7	i
Cc1ccc(-c2cc(-c3ccco3)c3c(N)c(C(=O)NN)oc3n2)cc1	i	-0.5	i
C=CCc1cc(OC)ccc1OCCN1CC(C)OC(C)C1 (stereo not given)	i	3.2	i
COc1cccc(OC)c1C(=O)NC(=S)Nc1ccc2c(c1)C(=O)N(C)C2=O	i	-2.7	i
CCn1cc(C(=O)NCCOC)c(=O)c2ccc(C)nc21	i	-0.7	i
O=C(Nc1ccc(F)cc1)Nc1ccc(Cl)cn1	i	0.1	i
COc1ccccc1NC(=O)c1ccc(NS(=O)(=O)c2ccc(F)c(F)c2F)cc1	i	2.4	i
Nc1nnnn1/N=C/c1cc(Cl)cc(Cl)c1O	i	-2.1	i
O=C(Cn1c(-c2cscn2)nc2ccccc21)Nc1ccc2ccccc2c1	i	4.2	i
COc1cccc(C2CC(=O)N3CN(c4cccc(Cl)c4C)CSC3=C2C#N)c1OC (stereo not given)	i	-0.1	i
